# Tat transport – inhibitors of E. coli Tat protein transport | E. coli MC4100 TorA-mCherry Tat export, fluorescence | inhibition, % at 10 µM | 0.036% of 340,000 active | AID 488895;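 active = mean replicate inhibition at least 50% and at least half of replicates individually reaching 50%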;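 also: exported cargo escapes ClpAP degradation while cytoplasmic cargo is degraded and loses fluorescence; 0% = median of neutral control wells and 100% = median of NaSCN control wells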
# AddAB inh – less growth of phage-infected E. coli with AddAB | E. coli expressing H. pylori AddAB, absorbance growth | inhibition, % at 11.9 µM | 0.29% of 330,000 active | AID 435030; in the data active = inhibition above about 12%;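 also: 0% = vehicle wells of infected cells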
# E coli growth – bacterial growth inhibition, counter-screen for AddAB inhibitors | inhibition, % at 11.9 µM | 0.27% of 330,000 active | E. coli V3065 growth, OD600 absorbance, 18 h;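 active = inhibition above the campaign's mean inhibition across all tested compounds plus 3 SD, cut at about 9.9% in these data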;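 also: uninfected addAB+ strain grown without phage in ampicillin broth; 0% = DMSO wells and 100% = ciprofloxacin 0.95 µg/ml wells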
# CAL PDZ FP-1 – inhibitors of human CAL PDZ peptide binding. Q9HD26. purified CAL PDZ, TMR-peptide fluorescence polarization, 1 h. inhibition, % at 24.9 µM. 0.92% of 300,000 active. AID 602252;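 active = mean inhibition of at least 30% with at least half of replicates also reaching 30%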;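 also: 0% = DMSO neutral control and 100% = excess unlabeled competitor peptide PRC23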
# Wnt bcat act – Wnt/beta-catenin pathway activation; Wnt/beta-catenin reporter cell assay, activator, plate reader; activation, % at 9.35 µM; 1.2% of 300,000 active; AID 743398; in the data active = activation above about 30%, passing the limit was not always enough;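 also: 0% = neutral control wells and 100% = positive control wells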
# phage Ecoli inh – E. coli growth loss with phage present; 0.26% of 360,000 active; inhibition, % at 11.9 µM; AID 651602; growth absorbance; in the data active = inhibition above about 11%
# CAL PDZ FP-2 – blocks peptide binding to human CAL PDZ domain | inhibition, % at 20 µM | Q9HD26 | AID 504414 | purified CAL PDZ, TMR-peptide fluorescence polarization, 1 h | 0.02% of 330,000 active;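 active = highest replicate inhibition of at least 40%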;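 also: plate controls were DMSO neutral control wells for no effect and unlabeled competitor peptide control wells for full effect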
#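 Control set: unlabelled peptide and DMSO controls / Material: purified CerCALP PDZ construct / Timing: 1 h incubation at room temperature before polarization reading / Doses: 20 µM, one dose / Detection: fluorescence polarization (mP)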
# SR-BI HDL uptake – mouse SR-BI HDL lipid transfer inhibition; ldlA[mSR-BI] CHO cells, DiI-HDL uptake fluorescence, 3 h; 0.96% of 320,000 active; inhibition, % at 12.5 µM; AID 488896;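 active = mean replicate inhibition of at least 70% and a set share of replicates each scoring 70 or more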;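 also: 0% = median of neutral control wells and 100% = median of positive control wells; values of inactives mirror those of a sister screen read the other way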
# Target sequence (Q61009 whole entry, looked up): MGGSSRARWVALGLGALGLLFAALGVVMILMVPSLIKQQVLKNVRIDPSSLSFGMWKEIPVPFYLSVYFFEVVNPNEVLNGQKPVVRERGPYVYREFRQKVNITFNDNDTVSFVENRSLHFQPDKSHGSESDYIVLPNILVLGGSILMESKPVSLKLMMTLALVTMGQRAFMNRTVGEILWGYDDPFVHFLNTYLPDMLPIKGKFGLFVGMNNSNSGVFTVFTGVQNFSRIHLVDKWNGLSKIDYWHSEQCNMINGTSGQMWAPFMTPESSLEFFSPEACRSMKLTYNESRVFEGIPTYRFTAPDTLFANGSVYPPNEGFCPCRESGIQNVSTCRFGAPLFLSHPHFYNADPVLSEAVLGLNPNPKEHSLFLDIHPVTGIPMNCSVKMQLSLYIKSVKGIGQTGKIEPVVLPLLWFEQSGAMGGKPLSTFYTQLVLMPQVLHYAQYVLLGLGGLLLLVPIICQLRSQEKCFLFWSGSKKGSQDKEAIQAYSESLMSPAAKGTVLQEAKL
# SR-BI uptake up – SR-BI HDL lipid transfer activation | activation, % at 12.5 µM | AID 504775 | 0.096% of 320,000 active | CHO ldlA[mSR-BI] cells, DiI-HDL uptake fluorescence, 3 h; 100 = double the neutral-control signal;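 active = mean replicate activation of at least 60% and every replicate at or above 60%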;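 also: 0% = median plate neutral-control signal and 100% = twice that signal; values of inactives mirror those of a sister screen read the other way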
#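 system = CHO ldlA[mSR-BI] cells, LDL receptor-null, SR-BI overexpressing | medium = Ham's F12 with 0.5% BSA, HEPES 25 mM, pH 7.4 | probe or stimulus = DiI-HDL 10 µg/mL | compound dosing = single-point compound dose | incubation = compound exposure 3 h, 37 °C | technique = DiI fluorescence, bottom read | read-out = cell-associated DiI fluorescence as measure of HDL uptake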
# MITF act – increases MITF-driven TRPM1 promoter luciferase signal. SK-MEL-5 TRPM1-promoter luciferase, 24 h; % of positive control, neutral wells = 0. activation, % at 12.5 µM. 0.75% of 300,000 active;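 active = mean activation of at least 80% with every replicate also reaching 80%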;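 also: 0% = neutral control wells and 100% = parthenolide positive control wells; values of inactives mirror those of a sister screen read the other way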
# Starred values were filed as active, the others as inactive; x = no result given.
SMILES,Tat transport,AddAB inh,E coli growth,CAL PDZ FP-1,Wnt bcat act,phage Ecoli inh,CAL PDZ FP-2,SR-BI HDL uptake,SR-BI uptake up,MITF act
Cc1cccc(CC(=O)Nc2cc(C)c3c(=O)oc4ccccc4c3n2)c1,-17.4,-1.0,-2.8,x,-3.3,2.5,-1.2,-5.6,5.6,-9.1
CCOC(=O)c1cnn(-c2nc(-c3cccc(F)c3)cs2)c1C(F)(F)F,-4.4,-1.7,-4.5,-2.2,x,2.6,-0.9,7.2,-7.2,x
C=CCN(C(=O)CNC(=O)c1cccs1)C(C(=O)NC(C)(C)C)c1ccccc1 (centres undefined),-6.8,-0.3,-1.6,-1.9,-4.2,3.7,-2.5,-26.2,26.2,-4.5
COc1ccc(Cl)cc1CC=NNC(=O)c1ccncc1,-6.1,x,x,-2.4,0.6,1.3,-0.9,-2.7,2.7,-3.3
COc1ccc(S(=O)(=O)N2CCC(C(=O)NC(C)CCc3ccccc3)CC2)cc1 (centres undefined),6.1,2.3,-0.9,3.1,-1.7,1.1,-2.5,x,x,x
CC(=O)CC1OC(=O)C(Br)=C1NCc1ccccc1 (centres undefined),3.0,1.2,0.6,-4.1,x,2.9,-1.0,-31.1,31.1,25.3
O=C(c1ccco1)N1CCCN(C(=O)c2ccco2)CC1,-10.4,0.3,-1.2,-8.2,x,2.1,1.2,-8.0,8.0,-6.0
O=C1c2ccccc2C(=O)N1CCc1csc(-c2ccc(F)cc2)n1,5.4,2.8,-0.7,1.2,-0.2,1.1,-1.8,8.0,-8.0,x
Cc1cc(C)cc(Nc2ccc3nonc3c2[N+](=O)[O-])c1,-1.4,0.8,-1.1,-3.0,0.1,0.1,0.6,0.5,-0.5,-5.2
Cc1ccc(C(=O)OCC(=O)Nc2sc3c(c2C#N)CCCCC3)cc1NC(=O)c1ccco1,-14.4,5.3,-0.1,-1.1,x,2.4,-1.2,x,x,9.6
S=C(NCc1ccccc1)NC1CCCCC1,-1.0,0.2,1.6,x,-2.0,1.3,-1.5,-21.3,21.3,x
Cc1ccc(Cl)cc1NC(=S)N(Cc1ccco1)C(C)c1cccs1 (centres undefined),1.8,1.3,3.2,-4.6,-1.7,3.8,-2.0,11.3,-11.3,-1.8

# Only Tat transport, for six of the compounds above:
smiles | Tat transport
CCOC(=O)c1cnn(-c2nc(-c3cccc(F)c3)cs2)c1C(F)(F)F | -4.4
Cc1ccc(C(=O)OCC(=O)Nc2sc3c(c2C#N)CCCCC3)cc1NC(=O)c1ccco1 | -14.4
O=C1c2ccccc2C(=O)N1CCc1csc(-c2ccc(F)cc2)n1 | 5.4
CC(=O)CC1OC(=O)C(Br)=C1NCc1ccccc1 (centres undefined) | 3.0
Cc1cc(C)cc(Nc2ccc3nonc3c2[N+](=O)[O-])c1 | -1.4
C=CCN(C(=O)CNC(=O)c1cccs1)C(C(=O)NC(C)(C)C)c1ccccc1 (centres undefined) | -6.8

# Fetched by compound from the list above (four):
SMILES,Tat transport,AddAB inh,E coli growth,CAL PDZ FP-1,Wnt bcat act,phage Ecoli inh,CAL PDZ FP-2,SR-BI HDL uptake,SR-BI uptake up,MITF act
Cc1ccc(C(=O)OCC(=O)Nc2sc3c(c2C#N)CCCCC3)cc1NC(=O)c1ccco1,-14.4,5.3,-0.1,-1.1,x,2.4,-1.2,x,x,9.6
COc1ccc(S(=O)(=O)N2CCC(C(=O)NC(C)CCc3ccccc3)CC2)cc1 (centres undefined),6.1,2.3,-0.9,3.1,-1.7,1.1,-2.5,x,x,x
O=C1c2ccccc2C(=O)N1CCc1csc(-c2ccc(F)cc2)n1,5.4,2.8,-0.7,1.2,-0.2,1.1,-1.8,8.0,-8.0,x
O=C(c1ccco1)N1CCCN(C(=O)c2ccco2)CC1,-10.4,0.3,-1.2,-8.2,x,2.1,1.2,-8.0,8.0,-6.0

# Screening results: PubChem BioAssay, several laboratories

# Not a hit list (roughly 3.6% active in at least one column).
